# H37Rv inhibition = M. tuberculosis growth inhibition, HTS (AID 449762) | inhibition, % at 25 µM; hits with a dose series show IC50 in µM | 330,000 compounds, 0.59% hits | M. tuberculosis H37Rv growth inhibition, 7H9 media; higher % means a stronger effect; in the data active = a potency from the dose series; inconclusive = inhibition above about 70% without an active follow-up result;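 also: bacterial growth assessed after seven days of incubation; strong numbers were not always called active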
# tuberculosis growth = growth inhibition of non-replicating M. tuberculosis (AID 488890) | Mycobacterium tuberculosis non-replicating, growth inhibition; higher % means a stronger effect | one-dose inhibition, % at 25 µM; IC50 in µM for titrated hits | 320,000 compounds, 0.39% hits; in the data active = a potency from the dose series; inconclusive = inhibition mostly from about 82% at the one dose, without a potency; inactive = the rest, 99 in 100 with inhibition below about 76%;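 also: plate controls were DMSO cells for no effect and high antibiotic wells for full effect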
# Salmonella PhoP GFP = Inhibition of PhoP regulon, Salmonella typhi GFP reporter cells, confirmation, 4 h (AID 1850); Salmonella Typhi PhoP-promoter GFP reporter, fluorescence, 4 h; higher % means a stronger effect; inhibition, % at 50 µM; hits with a dose series show IC50 in µM; 310,000 compounds, 0.33% hits; in the data active = a potency from the dose series; inconclusive = inhibition mostly from about 25% at the one dose, without a potency; inactive = the rest, 99 in 100 with inhibition below about 19%;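 also: 0% = induced wells with vehicle and 100% = uninduced wells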
# H1N1 NS1A inhibition = H1N1 influenza NS1A inhibitors, functional cell based assay (AID 504329) | one-dose inhibition, % at 12.5 µM; IC50 in µM for titrated hits | NS1A functional cell-based assay, percent inhibition; higher % means a stronger effect | 340,000 compounds, 0.3% hits; in the data active = a potency from the dose series; inconclusive = inhibition above about 27% without an active follow-up result; also: strong numbers were not always called active
# VEEV TC-83 Vero = inhibitors of VEEV TC-83 cytopathic effect, confirmation, Vero cells (AID 588727); Vero cells, VEEV TC-83 cytopathic effect inhibition; higher % means a stronger effect; inhibition, % at 20 µM, or IC50 in µM where a hit was titrated; 350,000 compounds, 0.13% hits; in the data active = a potency from the dose series; inconclusive = inhibition mostly from about 14% at the one dose, without a potency; inactive = the rest, 99 in 100 with inhibition below about 12%; also: strong numbers were not always called active
# Starred values were filed as active, the others as inactive; i = inactive; u = inconclusive; x = no result given; & = joins results of further samples. Compounds as they come; 1.6% or so of the library scored in one or more.
# Values run as follows: H37Rv inhibition	tuberculosis growth	Salmonella PhoP GFP	H1N1 NS1A inhibition	VEEV TC-83 Vero
> C=C1CCC2[C@](C)(CO[C@@H]3O[C@H](CO)[C@@H](O)[C@H](O)[C@H]3O)CCC[C@@]2(C)[C@@H]1CCC1=CCOC1=O (stereo partly drawn)
 : 0.1%	-4.5%	8.7%	-5.0%	0.3%
> CCN(CC(=O)NCc1ccc(Cl)cc1)C(=O)c1ccc2cc(OC)ccc2c1
 : -5.6%	2.6%	15.5%	6.8%	1.1%
> CCN(CC)S(=O)(=O)c1cccc(NC(=O)COC(=O)CCC(=O)c2ccc(F)cc2)c1
 : -10.1%	-6.0%	-5.7%	-2.0%	2.1%
> CC(=O)/C=C(\C)NCCNc1c(F)c(F)c(CO)c(F)c1F
 : 2.0%	7.6%	4.8%	-1.7%	1.0%
> O=S(=O)(NC1CCN(Cc2ccccc2)CC1)c1ccc2ccccc2c1
 : 1.9%	36.6%	10.9%	-14.6%	0.2%
> COc1ccc(NC(=O)CCCn2nc(C)c3c(C)n(-c4ccccc4)nc3c2=O)cc1OC
 : 5.8%	-23.6%	5.6%	-0.6%	1.3%
> COc1ccc2ccn(C)c2c1
 : -5.3%	-18.2%	x	-6.1%	0.1%
> COc1cccc(-c2sc3cc(OC)c(OC)cc3c2-c2ccc(OCCN3CCCCC3)cc2)c1
 : x	x	x	9.0%	i
> Fc1ccc(NC(=S)NC2CCCCC2)c(F)c1F
 : -1.9%	65.7%	-3.9%	-4.2%	0.1%
> CSc1ccc(C(=O)C2CCCN(Cc3cccc4nccnc34)C2)cc1 (stereo not drawn)
 : -4.2%	22.6%	9.4%	-2.3%	9.0%
> CC(=O)Nc1ccc(NC(=O)c2cc(S(=O)(=O)N3CCCCC3)ccc2C)cc1
 : -1.1%	-4.0%	x	-7.8%	3.6%
> N#CCC(=O)NNc1c([N+](=O)[O-])cc(C(F)(F)F)cc1[N+](=O)[O-]
 : 4.7%	1.6%	4.2%	x	i
> NC(=O)c1cc(S(=O)(=O)N2CCN(c3ccc([N+](=O)[O-])cc3)CC2)cs1
 : 5.8%	49.6%	-0.3%	12.2%	i
> CSC(=NC1CCCCC1)NS(=O)(=O)c1ccccc1
 : -2.4%	5.5%	-12.2%	-14.9%&8.4%	0.3%
> O=C(NCCc1ccccc1)C1CCCN(c2nc3ccccc3s2)C1 (stereo not drawn)
 : -8.1%	-3.2%	2.0%	11.7%	5.6%
> Cc1ccc(S(=O)(=O)N[C@@H](CC(C)C)C(=O)NCc2ccco2)cc1
 : 2.0%	-3.7%	5.4%	3.2%	i
> CCc1cc2c(=O)c(-c3nc4ccccc4n3C)c(C)oc2c(CN2CCN(C)CC2)c1O
 : -5.8%	8.7%	5.7%	x	x
> NC(=O)C1CCN(C2=C(NS(=O)(=O)c3ccc(Cl)cc3)C(=O)c3ccccc3C2=O)CC1
 : 6.9%	25.6%	19.9%	-27.5%	9.2%
> Cc1ccc(NC(=O)C2CC(=O)OC23CCOC(C)(C)C3)cc1 (stereo not drawn)
 : -2.9%	x	-15.6%	-0.9%	1.1%
> CCN1CCN(c2ccc(S(=O)(=O)N3CCCCC3)cc2NC(=O)/C=C/c2ccc(OC)c(OC)c2)CC1
 : -1.4%	23.2%	11.2%	3.6%	7.8%

# Not a retest: 14 of the compounds above.
# Values run as follows: H37Rv inhibition	tuberculosis growth	Salmonella PhoP GFP	H1N1 NS1A inhibition	VEEV TC-83 Vero
> CC(=O)/C=C(\C)NCCNc1c(F)c(F)c(CO)c(F)c1F
 : 2.0%	7.6%	4.8%	-1.7%	1.0%
> O=S(=O)(NC1CCN(Cc2ccccc2)CC1)c1ccc2ccccc2c1
 : 1.9%	36.6%	10.9%	-14.6%	0.2%
> COc1ccc(NC(=O)CCCn2nc(C)c3c(C)n(-c4ccccc4)nc3c2=O)cc1OC
 : 5.8%	-23.6%	5.6%	-0.6%	1.3%
> COc1ccc2ccn(C)c2c1
 : -5.3%	-18.2%	x	-6.1%	0.1%
> COc1cccc(-c2sc3cc(OC)c(OC)cc3c2-c2ccc(OCCN3CCCCC3)cc2)c1
 : x	x	x	9.0%	i
> Fc1ccc(NC(=S)NC2CCCCC2)c(F)c1F
 : -1.9%	65.7%	-3.9%	-4.2%	0.1%
> CSc1ccc(C(=O)C2CCCN(Cc3cccc4nccnc34)C2)cc1 (stereo not drawn)
 : -4.2%	22.6%	9.4%	-2.3%	9.0%
> CC(=O)Nc1ccc(NC(=O)c2cc(S(=O)(=O)N3CCCCC3)ccc2C)cc1
 : -1.1%	-4.0%	x	-7.8%	3.6%
> N#CCC(=O)NNc1c([N+](=O)[O-])cc(C(F)(F)F)cc1[N+](=O)[O-]
 : 4.7%	1.6%	4.2%	x	i
> NC(=O)c1cc(S(=O)(=O)N2CCN(c3ccc([N+](=O)[O-])cc3)CC2)cs1
 : 5.8%	49.6%	-0.3%	12.2%	i
> CSC(=NC1CCCCC1)NS(=O)(=O)c1ccccc1
 : -2.4%	5.5%	-12.2%	-14.9%&8.4%	0.3%
> O=C(NCCc1ccccc1)C1CCCN(c2nc3ccccc3s2)C1 (stereo not drawn)
 : -8.1%	-3.2%	2.0%	11.7%	5.6%
> Cc1ccc(S(=O)(=O)N[C@@H](CC(C)C)C(=O)NCc2ccco2)cc1
 : 2.0%	-3.7%	5.4%	3.2%	i
> CCc1cc2c(=O)c(-c3nc4ccccc4n3C)c(C)oc2c(CN2CCN(C)CC2)c1O
 : -5.8%	8.7%	5.7%	x	x

# Continued:
# Values run as follows: H37Rv inhibition	tuberculosis growth	Salmonella PhoP GFP	H1N1 NS1A inhibition	VEEV TC-83 Vero
> CCCCn1c(NCc2ccccn2)nc2ccccc21
 : -4.3%	27.0%	-1.0%	-7.7%	0.6%
> CC(=O)c1cnc2cc(-c3ccc(C)cc3)nn2c1C
 : 0.8%	5.9%	-1.1%	-9.8%	0.8%
> N#CC1=C2SCC(O)(c3ccccc3)N2C(=O)CC1c1cccs1 (stereo not drawn)
 : 7.0%	15.6%	10.9%	-8.0%	3.1%
> COCCSc1nnc(NC(=O)COc2ccc3c(c2)OCO3)s1
 : 3.0%	40.5%	-6.2%	-4.3%	1.2%
> COc1cc(-c2cc(C(=O)Nc3ccc(O)cc3)c3ccccc3n2)cc(OC)c1OC
 : 51.2%	26.9%	4.5%	-13.8%	8.2%
> O=C(N/N=C/c1cccc([N+](=O)[O-])c1)c1cc2ccccc2o1
 : 10.2%	x	5.6%	6.4%	0.1%
> CCOC(=O)N1CCC(N2Cc3cccc(C(=O)Nc4ccccc4OC)c3C2=O)CC1
 : 19.1%	27.8%	10.9%	4.3%	11.9%
> Cc1ccc(C)c(NC(=O)C2CC(Cl)=CCC2C(=O)O)c1 (stereo not drawn)
 : -9.2%	10.3%	-6.8%	3.0%	2.5%
> Cc1cc(NC(=O)CSc2nnc(-c3ccc(O)cc3)o2)no1
 : -1.8%	0.2%	-3.9%	7.2%	1.9%
> O=C(CSc1nnc(CN2CCOCC2)n1-c1ccc(Cl)cc1)Nc1cc(Cl)ccc1O
 : -2.1%	23.3%	0.9%	10.5%	9.3%
> Cc1ccc2oc(C(=O)Nc3nnc(C)s3)c(C)c2c1
 : 4.2%	25.1%	8.8%	16.1%	2.1%
> S=C1NC(c2ccccc2)=CC(c2ccccc2)N1 (stereo not drawn)
 : -1.6%	0.0%	5.9%	x	1.1%
> CC(C)n1nc(C(=O)N2CCN(S(=O)(=O)c3cccs3)CC2)c2ccccc2c1=O
 : -0.6%	10.4%	1.8%	x	x
> Cc1cccc(NC(=O)CN2C(=O)N/C(=C/c3cc(C)n(-c4ccncc4)c3C)C2=O)c1
 : -0.8%	13.5%	-5.7%	1.8%	0.4%
> C=CCN1CCN(C(c2ccccc2)c2nnnn2CCC(C)C)CC1 (stereo not drawn)
 : -0.4%	-1.9%	4.7%	6.1%	0.4%
> Cc1ccc(-c2c(C)cc3oc(=O)cc(-c4ccccc4)c3c2C)cc1
 : x	x	x	-3.8%	i
> Cc1cc(/C=N/NC(=O)c2c(Br)cnn2C)c(C)n1-c1cccc(Br)c1
 : 11.5%	-0.8%	-5.4%	6.6%	1.0%
> O=c1[nH]c(=O)c2nc3ccccc3nc2[nH]1
 : 4.4%	0.1%	5.2%	-6.6%	3.6%
> O=C(Nc1c2c(nn1-c1ccc([N+](=O)[O-])cc1)CS(=O)(=O)C2)C1CC1
 : 4.7%	-1.9%	10.2%	-3.9%	0.9%
> COc1ccc(-c2[nH]c(-c3ccc(C(=O)O)cc3)nc2-c2ccccc2)cc1
 : -16.2%	8.0%	-0.2%	-7.2%	6.1%
> Cc1ccc(CNc2ccc3c(c2)nc(C)n3C)cc1
 : -3.7%	5.5%	2.4%	4.0%	1.2%
> CCSc1nc2ccc(C)cc2cc1C#N
 : 4.4%	0.6%	-9.0%	-16.2%	i
> COc1cccc(CN(C)C(=O)c2sccc2-c2ccccc2)c1OC
 : 5.7%	10.9%	-11.2%	-8.5%	5.7%
> COc1ccccc1/C=C/C1NC(=O)NC(C)=C1C(=O)OC(C)C (stereo not drawn)
 : 2.5%	-7.0%	-6.4%	-5.5%	1.4%
> O=C(Nc1cccnc1)C1(c2ccccc2)CCCC1
 : -0.3%	0.6%	7.1%	-6.3%	0.9%
> COc1ccc(C(O)P(=O)(OCC(C)C)c2ccc(N(C)C)cc2)c(OC)c1 (stereo not drawn)
 : 0.0%	-7.3%	-6.6%	-0.5%	0.8%
> N#C/C(=C\c1ccc(O)c(O)c1)C(=O)N1CCc2ccccc21
 : -5.0%	44.4%	19.5%	6.2%	1.1%
> Cc1ccc(S(=O)(=O)Nc2ccc3c(c2)CCC3)cc1C
 : 7.0%	34.7%	3.7%	0.4%	0.3%
> O=[N+]([O-])c1cc(Cl)cc(/C=N/NC(=S)Nc2ccc(S(=O)(=O)N3CCOCC3)cc2)c1O
 : 0.2%	35.5%	80.3µM*	3.52µM*	i
> COc1ccc(/C=N/NC(=O)c2cccc(OC(F)(F)C(F)F)c2)cc1O
 : -7.2%	5.0%	13.6%	1.8%	0.8%
> CCCCN1C(=O)NC(NC(=O)C2CC2)(C(F)(F)F)C1=O (stereo not drawn)
 : 2.7%	-5.8%	-28.0%	-0.2%	i
> COc1ccc(CNC(=O)COC(=O)Cc2ccsc2)cc1
 : -3.6%	4.1%	-13.9%	-7.8%	i
> CC(C)Sc1nnc(CNC(=O)C23CC4CC(CC(C4)C2)C3)n1C1CCCCC1
 : 9.2%	14.4%	-4.2%	-3.7%	2.0%
> CCOC(=O)c1c(C)[nH]c(C(=O)N/N=C/c2ccc(OC)c(OC)c2)c1C
 : 5.9%	19.6%	0.5%	-17.7%	9.9%
> COc1ccc(N2CCN(C(=O)CN(c3cccc(Br)c3)S(C)(=O)=O)CC2)cc1
 : 7.8%	13.4%	0.0%	4.0%	i
> Oc1cccc2cc3cccc(O)c3c(O)c12
 : 13.4%	2.3%	7.2%	4.3%	1.6%
> CCCc1cc(C(F)(F)F)c(C#N)c(=O)[nH]1
 : 0.2%	6.0%	0.5%	-1.8%	3.2%
> CCCc1ccc(S(=O)(=O)NCCc2ccncc2)cc1
 : 2.8%	25.2%	-5.4%	-1.8%	i
> S=c1[nH]nc(-c2cccs2)n1/N=C/c1cn(-c2ccccc2)nc1-c1ccc(Cl)cc1
 : 5.4%	8.8%	3.7%	x	33.0%
> Cc1ccsc1C(=O)OCC(=O)Nc1ccc(Cl)cn1
 : 2.9%	61.5%	x	-18.4%	2.5%
> COc1ccc(N(C)C(=S)Nc2ccc3nc(C)c(C)nc3c2)cc1
 : 4.1%	72.0%	-6.1%	-4.5%	4.7%
> O=C(Cc1ccccc1F)OCC(=O)N1CCN(C(=O)c2ccco2)CC1
 : 3.5%	-5.1%	0.0%	-3.0%	1.5%
> COc1cc(C(=O)OCC(=O)Nc2ccc(SC(F)F)cc2)cc(OC)c1OC
 : -2.9%	24.3%	2.5%	-1.8%	1.9%
> CCc1cc(C(c2ccc(OC)c(OC)c2)N2CCOCC2)c(NC(=O)c2ccccc2)s1 (stereo not drawn)
 : 7.3%	u	-4.2%	4.5%	u
> CSc1cccc(NC(=O)Cn2cnc(S(=O)(=O)N3CCCC3)c2)c1
 : -2.9%	4.5%	1.9%	-2.6%	0.3%
> COc1ccc(/C=N/n2cnc3c([nH]c4ccc(Br)cc43)c2=O)cc1CN1CCOCC1
 : 1.2%	11.7%	-5.5%	x	x
> Clc1ccc(Cn2ccnc2)cn1
 : -15.6%	-10.1%	-2.6%	-1.7%	0.6%
> COc1ccc(C(=O)Nc2ncc3c(n2)CC(c2ccco2)CC3=O)cc1 (stereo not drawn)
 : 3.2%	18.4%	-2.5%	-6.2%	0.9%
